From PubChem BioAssay
KLF5 inhibitor = inhibitors of KLF5 expression; hit rate 0.23% among 290,000; inhibition, % at 5 µM; DLD-1 KLF5 promoter-luciferase reporter, luminescence; AID 1700;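 active = inhibition above a per-plate limit of that plate's mean compound inhibition plus 3 SD, cut at about 60% in these data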;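 also: 0% = DMSO wells and 100% = LY294002 at 200 µM; higher means less KLF5 promoter-driven luciferase light; inactives centre near -14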
HSF-1 act = increases HSF-1 driven luciferase reporter signal; NIH3T3-HGL HSF-1 luciferase reporter, MG132, 8 h; 100% = twice DMSO control signal; activation, % at 9 µM; hit rate 1.7% among 300,000; AID 504408;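 active = mean replicate activation of at least 50% with a set share of replicates each reaching 50%; inconclusive = only one of those two conditions met; inactive = mean below 50% and too few replicates reaching it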;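 also: 0% = median of the neutral control wells and 100% = twice that signal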
GSK3beta inhib = inhibitors of human GSK3beta kinase; P49841; GST-GSK3beta kinase, ADP-Glo luminescence, 60 min; hits give low values; activity score (negative = inhibition), % at 10 µM; hit rate 0.038% among 300,000;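 active = more than half of replicate wells score below -50%, meaning over 50% inhibition versus plate controls; inconclusive = some replicates but at most half score below -50%; inactive = no replicate scores below -50%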;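 also: 0% = median DMSO wells and -100% = median GW8510 positive control wells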
Target sequence (P49841 whole entry, looked up): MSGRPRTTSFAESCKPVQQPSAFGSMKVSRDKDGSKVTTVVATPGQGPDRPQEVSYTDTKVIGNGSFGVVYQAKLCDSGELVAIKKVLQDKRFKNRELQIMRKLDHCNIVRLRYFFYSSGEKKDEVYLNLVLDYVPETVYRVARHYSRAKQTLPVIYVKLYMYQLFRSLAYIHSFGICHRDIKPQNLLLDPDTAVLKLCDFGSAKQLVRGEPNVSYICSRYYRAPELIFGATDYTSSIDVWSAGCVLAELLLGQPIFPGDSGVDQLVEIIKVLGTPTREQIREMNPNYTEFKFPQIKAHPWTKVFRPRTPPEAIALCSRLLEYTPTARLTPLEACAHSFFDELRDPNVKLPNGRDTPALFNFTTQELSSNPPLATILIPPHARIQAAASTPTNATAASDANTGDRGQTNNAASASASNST
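Assay system: GST-tagged human GSK3beta kinase, cell-free; Input: 1.6 ng GSK3beta; Medium: Tris/MgCl2 kinase buffer; Timing: 60 min enzyme reaction, room temperature; Signal: ADP-Glo luminescence quantifying ADP generated by kinase; Evaluation: score relative to plate controls; Benchmarks: DMSO neutral wells and GW8510 at 20 µM as positive.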
HSP90 refold inh = blocks HSP90-mediated luciferase refolding in reticulocyte lysate; Rabbit reticulocyte lysate, luciferase refolding luminescence, 3 h; inhibition, % at 5.6 µM; hit rate 0.91% among 290,000;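 active = inhibition above the screen-wide mean plus 3 SD, computed separately per campaign, cut at about 16% in these data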;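 also: 0% = DMSO wells and 100% = 60 µM geldanamycin wells; inhibitors lower the luminescence because luciferase stays unfolded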
HIF act = HIF pathway transcriptional activation | AID 1910 | U2OS HRE-luciferase reporter, luminescence; normalized: DMSO 0%, desferrioxamine 100% | activation, % at 7.5 µM (by protocol) | hit rate 0.32% among 300,000;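 active = mean activation of at least 10% of the iron chelator positive control signal, with at least half of replicates also reaching 10%; inconclusive = mean and replicate majority disagree about reaching 10%; inactive = mean and most replicates under 10%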
GSK3A inh = blocks human GSK-3 alpha kinase. inhibition, % at 10 µM. AID 2650. ADP-Glo luminescence, 60 min. P49840. hit rate 0.1% among 320,000;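 in the data active = inhibition above about 50%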;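 also: GST-tagged GSK-3 alpha with peptide substrate and 25 µM ATP; 0% = DMSO neutral wells and 100% = GW8510 positive control wells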
Target sequence (P49840 whole entry, looked up): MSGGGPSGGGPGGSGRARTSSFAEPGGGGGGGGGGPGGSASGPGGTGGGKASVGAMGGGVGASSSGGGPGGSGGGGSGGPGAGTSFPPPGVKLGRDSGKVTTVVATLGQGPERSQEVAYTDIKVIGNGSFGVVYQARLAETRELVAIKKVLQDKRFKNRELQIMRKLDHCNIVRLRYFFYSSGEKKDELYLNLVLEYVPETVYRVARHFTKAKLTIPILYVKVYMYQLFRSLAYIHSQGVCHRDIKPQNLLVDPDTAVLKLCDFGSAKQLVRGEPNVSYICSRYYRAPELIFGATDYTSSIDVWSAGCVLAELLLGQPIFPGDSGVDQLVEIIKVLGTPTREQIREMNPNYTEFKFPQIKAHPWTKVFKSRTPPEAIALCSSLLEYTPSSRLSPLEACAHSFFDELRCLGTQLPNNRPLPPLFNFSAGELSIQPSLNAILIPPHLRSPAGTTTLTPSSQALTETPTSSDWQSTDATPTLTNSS
IEC-6 cytotox = kills IEC-6 intestinal cells in KLF5 counter-screen; IEC-6 cytotoxicity, luminescence viability; inhibition, % at 5 µM; AID 1825; hit rate 0.78% among 290,000; in the data active = inhibition above about 22%;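 also: 0% = plate median of test compound wells and 100% = cytotoxic reference compound wells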
HSF1 inh = HSF1 inhibition | NIH3T3-HGL HSE-luciferase, MG132-induced, luminescence 8 h; hits give low values | activity change, negative = inhibition, % at 7.5 µM (by protocol) | hit rate 0.77% among 300,000;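 active = more than half of replicate wells show activity change below -50%, luminescence cut by over half; inconclusive = some wells, but at most half, below -50%; inactive = no replicate well below -50%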;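 also: luciferase reports HSF-1 transcriptional activity via heat shock element; 0% = median of DMSO wells and -100% = zero luminescence signal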
aSyn 5UTR inh = MLPCN primary screen, SNCA 5' untranslated region; hit rate 0.82% among 300,000; alpha-synuclein 5'UTR reporter, inhibitor activity; AID 1813; inhibition, % (tested at 7.5 µM); in the data active = inhibition above about 60%; inconclusive = no clear call, values can overlap the other calls;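 also: H4 neuroglioblastoma cells stably carrying SNCA 5'UTR luciferase fusion; 0% = DMSO wells and 100% = positive control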
AI-2 QS modul = modulates the Vibrio harveyi AI-2 quorum sensing system; AID 2094; activity change, % at 7.5 µM; Vibrio harveyi JMH597 AI-2 luminescence/OD600 ratio, 9 h; hits give low values; strain lacks LuxN and CqsS sensors; 0 = neutral-control median; hit rate 0.4% among 300,000; in the data active = activity change below about -75%, passing the limit was not always enough; inconclusive = no clear call, values can overlap the other calls;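 also: luminescence divided by OD600 gain over 9 h not by final OD600 alone; inactives centre near 13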
* hit, by the source's call; u = inconclusive; x = no result given.

SMILES	KLF5 inhibitor	HSF-1 act	GSK3beta inhib	HSP90 refold inh	HIF act	GSK3A inh	IEC-6 cytotox	HSF1 inh	aSyn 5UTR inh	AI-2 QS modul
CC(C)(C)c1ccc(-c2nnc(SCC(=O)NC3CCS(=O)(=O)C3)n2N)cc1 (centres undefined)	-33	9	0	5	0.5	-4	2	5	-27	1
COc1ccc(C(=O)Nc2cc3c4c(c2)C(C)C(=O)N4CCC3)cc1OC (centres undefined)	x	-1	-2	x	1.6	1	x	3	7	22
NC(=O)c1ccc(-n2nnnc2SCC(=O)Nc2ccc(F)cc2)cc1	-28	7	3	-4	1.0	-2	-5	2	19	10
Cc1cccc(-n2c(N)cc(=O)nc2SCC(=O)NC2CCCCC2)c1	7	13	7	0	0.1	x	-6	13	-7	15
Cc1nc2ccccn2c1C(=O)N/N=C/c1ccc(F)cc1	-28	4	-2	3	-0.1	-1	-3	3	-16	17
COc1ccc(-c2c(-c3ccccc3OC)sc3ccccc23)cc1OC	6	35	2	-3	-0.2	1	5	21	13	11
COc1cc(/C=C2\SC(=Nc3ccc(O)cc3)NC2=O)cc(OC)c1OC	13	-7	1	3	1.3	-1	1	-9	-9	47
Cc1nn(Cc2ccc(Cl)cc2)c(C)c1NC(=O)CSc1nc2c(c(C(F)(F)F)n1)CCc1ccccc1-2	-22	22	1	-3	-0.2	-1	-3	6	40	17
CN1CCN(S(=O)(=O)c2ccc(NC(=S)NC(=O)C3CC3)cc2)CC1	-7	27	-4	-7	-0.3	-1	0	1	-1	7
Cc1ccc(SCc2cc(-c3ccc(Cl)cc3)on2)cc1	-1	-24	-1	4	0.4	6	10	6	-19	2
CCn1nc(C)c(NC(=O)c2ccc(Cl)cc2)c1C	-11	15	2	1	1.2	-5	2	-4	3	17
CCCn1c2ccccc2c2nc3ccccc3nc21	-86	6	4	-1	-1.2	4	3	-3	18	24
CCOC(=S)SCC(=O)Nc1nc(C)c(C)s1	-33	236*	8	-1	0.0	0	-3	164	-22	-1
O=C(CCc1ccccc1)Nc1ccccc1	-34	-9	-1	2	1.2	-1	-6	-1	-80	-65
CC(OC(=O)c1cccc(S(=O)(=O)Nc2cccc(C(F)(F)F)c2)c1)C(=O)Nc1ccc2c(c1)OCCO2 (centres undefined)	-18	23	2	-4	-0.2	-1	2	7	45	14
Cc1cc(Nc2nc3ccccc3nc2Cl)n(-c2ccccc2)n1	-10	40	-4	-4	0.7	-2	3	8	-88	20
Cc1cccc(-n2c(SCc3ccc([N+](=O)[O-])cc3)nnc2-c2c[nH]c3ccccc23)c1	-33	35	-3	5	-1.4	0	3	23	33	19
Cc1ccc(SCCC(=O)N(C)CC(=O)Nc2c(C)cccc2C)cc1	-47	3	2	2	-0.2	-1	-2	-1	4	5
CCNC(=O)COC(=O)c1cc(-c2ccccc2)nn1-c1ccccc1	-7	1	-1	-1	0.3	0	-4	-1	17	8
Oc1c(Br)cc(Br)cc1/C=N/c1nc2c(s1)CCCC2	3	5	1	3	-1.5	-1	5	0	26	-16
COc1ccccc1N1CCN(C(=O)CSc2nnc(NC(=O)C3CC3)s2)CC1	-1	8	3	1	-0.7	2	4	-1	10	27
CCOc1ccccc1-c1nc2c(s1)CCc1onc(-c3ccc(OC)cc3)c1-2	x	10	1	x	-0.9	8	x	-6	36	6
CC(NC(=O)c1cc(S(=O)(=O)N(C)C)ccc1N1CCCC1)C1CC2CCC1C2 (centres undefined)	-1	-2	2	3	-1.1	x	6	1	37	40
COC(=O)[C@@]1(Cc2ccc(F)cc2)[C@H]2c3cc(C(=O)N4CCCC4)n(CCO)c3C[C@H]2CN1C(=O)c1ccccc1	-26	x	x	-1	x	-3	-1	x	x	x
COc1ccccc1C(=O)Nc1nc2nc(-c3ccccc3)cc(=O)n2[nH]1	-47	7	0	-1	0.0	-1	1	-2	10	7
COC(=O)/C=C(\C)NC(=O)c1ccc(F)cc1	-34	21	0	-4	0.2	-2	0	0	-14	1
COc1ccccc1NC(=O)Cc1ccsc1	7	-11	1	1	0.0	1	2	-4	9	20
O=C(COc1ccc(Br)cc1)N(Cc1ccccc1)c1ccccn1	-51	31	0	-2	0.1	x	2	3	-11	12
Cc1ccc(-c2cc(C(=O)N(C)CC(=O)Nc3ccccc3Br)c3ccccc3n2)o1	x	19	2	x	-1.2	0	x	7	-12	12
COc1ccc(C2CC(c3ccccc3)=NN2c2ccc(N)cc2)cc1 (centres undefined)	6	9	1	3	1.0	0	-1	3	-13	48
O=C(NCC1CCCN(Cc2ccc3nonc3c2)C1)c1cccc(C(F)(F)F)c1 (centres undefined)	-33	18	1	-3	-0.1	-1	7	10	-2	3
COc1ccc(CCN(C)CC(=O)Nc2cc(C)nc3ccccc23)cc1OC	16	5	1	10	-0.6	0	0	-1	6	16
CS(=O)(=O)N(CC(=O)Nc1ccc(C(N)=O)cc1)C1CCCCC1	-36	3	-2	1	0.1	2	-6	-3	-5	18
COc1ccccc1NC(=S)NC(NC(C)=O)C(Cl)(Cl)Cl (centres undefined)	4	9	1	-1	-0.1	1	0	2	9	-12
Cc1ccc(N(C(=O)c2csnn2)C(C(=O)NCc2ccccc2)c2cccnc2)cc1 (centres undefined)	-33	15	0	6	-0.1	-3	6	4	-2	1
OCCC1CN(Cc2nc(-c3ccccc3)cs2)CCN1CCc1ccccc1 (centres undefined)	-31	2	-3	-2	0.1	x	3	-1	-7	23
COc1ccc(N2CCN(C(=O)CSc3ccccc3)CC2)cc1	-4	16	0	2	0.2	3	4	-4	-20	39
NC(=NC1CCCCC1)NS(=O)(=O)c1ccccc1	-3	-10	0	-3	-1.2	-2	5	-6	2	9
O=C(CCCCn1c(=O)c2ccccc2n(Cc2ccccc2)c1=O)NC1CCN(Cc2ccccc2)CC1	-20	-1	-1	0	-0.1	0	-10	2	-4	7
CN(C)CCn1c(=O)n(Cc2ccco2)c(=O)c2c3c(sc21)CCCCC3	8	-1	-1	-3	0.1	x	-1	5	1	0
CCCCc1n(CC(=O)c2ccc(Cl)cc2)c2ccccc2[n+]1C	-9	0	-1	2	0.2	-1	2	-4	-36	28
O=C(NCc1ccc2c(c1)OCO2)c1ccc(Cl)nc1	-37	14	3	-2	-0.3	0	-5	3	-10	-5
COc1cc(C)c(Cl)c(C)c1S(=O)(=O)NCc1cccnc1	11	-7	1	-2	-0.4	10	-9	4	-23	2
C=CCNC(=S)NNC(=O)COc1c(Cl)cc(Cl)cc1Cl	3	15	2	-3	0.4	0	-4	11	19	13
Cc1ccc(-c2csc(N3C(=N)SCC3=O)n2)cc1	-48	21	-2	2	3.0	0	5	13	-162	23
O=C(NCc1cccnc1)c1ccc(S(=O)(=O)N2CCCCC2)cc1	0	-4	0	1	-0.1	-1	-4	-2	20	29
COc1ccc(S(=O)(=O)CC2(O)CCN(C(=O)CC(C)C)CC2)cc1	-15	-17	1	1	-0.4	0	4	-8	-8	20
COc1ccc(CNC(=O)Cn2ncn3c(cc4ccccc43)c2=O)cc1	-32	-10	-3	-1	0.7	-2	-2	2	5	14
NS(=O)(=O)c1ccc(N/N=C/c2cn(-c3ccccc3)nc2-c2cccs2)cc1	-67	0	3	-2	2.1	3	3	5	-92	54
Cc1ccc2sc(-c3ccc(NC(=O)/C=C\C(=O)O)cc3)nc2c1	47	26	1	10	0.9	x	6	9	-96	5
Cc1nn(C(C)C(=O)Nc2ccc3c(c2)OCO3)c(C)c1[N+](=O)[O-] (centres undefined)	-28	11	-1	-6	0.5	9	-3	2	-21	9
CC(=C1C(=O)c2ccccc2C1=O)N1CCN(c2ccccn2)CC1	-4	14	-1	-2	-0.1	1	2	14	18	30
CCn1nnnc1SCC(=O)c1cc(Cl)ccc1OC	-29	-19	-2	1	0.0	-1	0	-8	-5	4
O=C(CSc1nnc(CNC(=O)c2ccco2)o1)NC1CCCC1	-24	-5	1	1	-1.5	-2	-4	-7	6	11
Cc1ccc(NC(=O)CCC(=O)OCCCC(F)(F)C(F)(F)F)cc1	-1	-3	2	-2	-0.4	-4	0	4	-14	-1
O=C(Nc1nccs1)C12CC3CC(C1)CC(C(=O)Nc1nccs1)(C3)C2	23	12	-7	1	0.2	4	-12	-1	-49	16
O=C(O)c1ccc2nc(CO)[nH]c2c1	10	3	-6	36*	-0.3	0	2	4	25	2
COc1ccc2c(c1OC)C(=O)OC2Nc1nc(-c2cc3cc([N+](=O)[O-])ccc3oc2=O)cs1 (centres undefined)	-24	0	2	-2	0.2	1	-1	2	2	21
CC(C)Cn1c(O)c(N=NC(=O)c2cccc(S(=O)(=O)N3CCCCC3)c2)c2ccccc21	0	-4	-1	2	0.0	1	1	-12	25	2
COc1cc(/C=N\NC(=O)c2ccc(Cn3cc(Br)c([N+](=O)[O-])n3)o2)cc(OC)c1O	5	21	2	-2	-0.6	0	-5	-3	-22	31
Next section.
SMILES	KLF5 inhibitor	HSF-1 act	GSK3beta inhib	HSP90 refold inh	HIF act	GSK3A inh	IEC-6 cytotox	HSF1 inh	aSyn 5UTR inh	AI-2 QS modul
COc1ccc(S(=O)(=O)Nc2cccc(C)n2)c2ccccc12	-9	-4	10	-2	-0.3	-5	-2	-4	22	8
COCCNC(=O)c1ccc2c3n(nc2c1)-c1ccc(C)cc1CO3	x	10	0	x	2.6	0	x	8	-151	21
Cc1nc2sc3c(O)cc(=O)[nH]c3c2c(C)c1C	-40	-10	-3	0	-0.2	-1	-2	-10	-11	16
Cc1nn2cc(-c3ccc(N)cc3)nc2s1	-107	8	1	1	1.7	-1	4	1	-53	18
O=c1oc2ccccc2c(O)c1/C=C1\C=Nc2ccccc21	-31	1	2	-4	0.2	-2	-3	-5	-3	u
COC(=O)c1sccc1NN1C(=O)c2ccccc2C1=O	-18	6	-3	-3	-0.6	1	2	-2	4	16
COc1cc(S(=O)(=O)NCC2OCCc3ccccc32)ccc1-n1cnnn1 (centres undefined)	-5	4	x	1	-0.2	-3	4	-2	10	x
Cn1c(NNC(=O)CCC2CCCCC2)cc(=O)n(C)c1=O	-11	18	-2	-4	0.1	-2	3	-4	10	10
CC1CCN(Cc2cc(=O)oc3ccc4ccccc4c23)CC1	-8	44	-4	0	-1.1	-3	5	18	4	2
CCOc1ccc2nc3sc(C(=O)N4CCOCC4)c(N)c3cc2c1	-140	9	0	-8	0.0	3	-2	4	-10	-1
COC(=O)c1ccc(CNCC(O)COc2ccc(-c3ccccc3)cc2)cc1 (centres undefined)	3	7	-2	-1	-0.2	1	5	-5	-9	8
Cc1ccc(NC(=O)c2ccc(OC(=O)COc3ccc(Cl)cc3C)cc2)cc1	-132	59*	2	1	1.3	-3	0	31	-79	5
